ABHD4 inh – inhibitors of mouse ABHD4. Q8VD66. hit rate 0.54% among 370,000. purified mABHD4, FP-Rh probe fluorescence polarization. AID 720543. inhibition, % at 8.92 µM;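 active means inhibition exceeding the mean over every tested compound plus 3 SD, cut at about 30% in these data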;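 further: 0% = plate median of compound wells and 100% = S159A mutant with DMSO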
Target sequence (Q8VD66 whole entry, looked up): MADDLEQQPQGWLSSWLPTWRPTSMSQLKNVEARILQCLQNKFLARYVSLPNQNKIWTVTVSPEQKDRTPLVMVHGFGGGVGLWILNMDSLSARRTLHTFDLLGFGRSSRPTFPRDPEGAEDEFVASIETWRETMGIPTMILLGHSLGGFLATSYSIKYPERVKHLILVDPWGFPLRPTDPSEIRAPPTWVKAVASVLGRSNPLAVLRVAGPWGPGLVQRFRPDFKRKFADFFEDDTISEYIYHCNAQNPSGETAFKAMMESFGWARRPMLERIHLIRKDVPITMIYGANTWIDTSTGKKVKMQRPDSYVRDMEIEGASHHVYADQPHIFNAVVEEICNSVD
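system = mouse ABHD4 enzyme, wild type | medium = HEPES pH 7.0, NaCl, Pluronic buffer | also added = FP-Rh probe | incubation = Enzyme–compound pre-incubation 45 min, then probe 60 min, both 25 °C | technique = fluorescence polarization, excitation 525 nm, emission 598 nm, BODIPY TMR filters | controls = S159A mutant high control, sample median low control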
HTRA1 inhibitor – inhibitors of human serine peptidase HTRA1 | recombinant HTRA1, FP-rhodamine activity-based probe, fluorescence polarization | Q92743 | inhibition, % at 5.96 µM | hit rate 0.5% among 340,000; in the data active means inhibition above about 36%;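 further: 0% = enzyme with DMSO and 100% = wells lacking enzyme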
PG9 binder – PG9 antibody binding by small molecule. TR-FRET gp120-PG9 antibody binding. inhibition, % at 6.7 µM. hit rate 0.43% among 360,000. AID 624416; in the data active means inhibition above about 8.5%
TDP2 inh – blocks human TDP2 phosphodiesterase activity | recombinant TDP2, T5PNP hydrolysis, p-nitrophenol absorbance 415 nm | inhibition, % at 12.8 µM | AID 720702 | O95551 | hit rate 0.34% among 370,000;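 active means inhibition above the mean of all tested compounds plus 3 SD, set per campaign, cut at about 25% in these data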;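 further: 0% = DMSO with enzyme and 100% = buffer with substrate but no TDP2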
Target sequence (O95551 whole entry, looked up): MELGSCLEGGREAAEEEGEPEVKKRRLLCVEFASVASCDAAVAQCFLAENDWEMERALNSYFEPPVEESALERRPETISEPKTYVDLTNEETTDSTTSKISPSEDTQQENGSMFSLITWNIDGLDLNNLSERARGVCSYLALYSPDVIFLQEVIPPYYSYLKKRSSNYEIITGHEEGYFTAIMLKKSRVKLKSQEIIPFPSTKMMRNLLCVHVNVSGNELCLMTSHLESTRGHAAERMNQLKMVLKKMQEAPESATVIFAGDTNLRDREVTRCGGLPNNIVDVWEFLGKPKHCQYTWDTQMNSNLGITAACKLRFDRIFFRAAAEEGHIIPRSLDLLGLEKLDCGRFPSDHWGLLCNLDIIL
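System – recombinant human TDP2 · Amount – 120 nM TDP2 per well · Buffer or medium – Mg2+-containing Tris-HCl buffer, pH 7.5 · Reagent – T5PNP substrate, 5 mM · Dosing – 12.8 µM single point, 1% DMSO · Incubation – 2 h at 37 °C · Measured by – epi absorbance · Read-out basis – percent inhibition · Benchmarks – high control without enzyme, low control DMSO plus TDP2 · Repeats – singlicate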
PRMT1 FP inh – blocks human protein arginine methyltransferase 1. recombinant PRMT1, activity-based probe fluorescence polarization. inhibition, % at 2.79 µM. hit rate 1.3% among 370,000. AID 652257;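 active means inhibition above about 21% made by adding two undisclosed values, limit read from the data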
rCAG RNA binder – molecules binding r(CAG) RNA repeats; r(CAG) RNA repeat, TO-PRO-1 dye displacement fluorescence; inhibition, % at 3 µM; hit rate 1.3% among 370,000; AID 651821;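 active means inhibition above the plate cutoff, the mean of all test compounds on that plate plus 3 SD, cut at about 35% in these data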;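 further: 0% = DMSO alone and 100% = 100 µM mitoxantrone as full dye displacement; higher means more dye released from RNA so lower well fluorescence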
Rev-erbA mod – Rev-erb alpha (human) modulation; P20393; Rev-erbα–FITC-DNA binding, fluorescence polarization, 90 min; activity, % at 10 µM; hit rate 0.79% among 370,000;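 active means activity above about 14%, limit read from the data; passing the limit was not always enough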;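 further: 0% = DMSO wells with 35 nM protein and 100% = DMSO wells with 750 nM protein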
TCR-CD3 inh – inhibitors of human TCR-CD3 interaction; TAMRA-labeled TCR probe fluorescence, biochemical; inhibition, % at 9.4 µM; hit rate 0.37% among 360,000; AID 651800; in the data active means inhibition above about 19%;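 further: recombinant mutant TCR 2C K166C tagged with TAMRA read by polarization; 0% = receptor in buffer alone and 100% = receptor with positive control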
SIAE primary – blocks human sialic acid acetylesterase. Q9HAT2. SIAE FP-Rh probe binding, fluorescence polarization. inhibition, % at 9.66 µM. hit rate 0.69% among 370,000;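 active means inhibition above a cutoff: mean of compounds within the control limits plus 3 SD of those, cut at about 17% in these data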;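 further: 0% = plate median of compound wells and 100% = probe without SIAE protein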
LEDGF integ inh – blocks HIV-1 LEDGF/p75-dependent DNA integration; hit rate 0.64% among 370,000; inhibition, % at 3.7 µM; TR-FRET IN-LEDGF/p75 DNA integration, Eu/Cy5; AID 743269;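 active means inhibition above the screen-wide mean plus 3 SD, cut at about 13% in these data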;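 further: signal is the Cy5 over europium emission ratio at 671 and 618 nm; 0% = plate median of compound wells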
Active calls of the source: *; x = no result given. A portion of the library; the hit share may differ from the screen's.

Values in the order: HTRA1 inhibitor, Rev-erbA mod, PRMT1 FP inh, TDP2 inh, SIAE primary, ABHD4 inh, PG9 binder, LEDGF integ inh, rCAG RNA binder, TCR-CD3 inh
C(=C\n1nnc2ccccc21)/c1ccc[nH]1
 : 21.0, -6.2, 17.8, 9.1, 4.6, 22.4, -1.0, 27.0*, 19.1, 3.1
C=CCc1ccccc1OCCn1ccnc1
 : 6.1, 4.9, -0.5, 6.8, 7.7, 13.2, -2.4, -1.6, -2.3, -1.5
NC(=O)c1cc2cc(Cl)ccc2o/c1=N/NC(=O)c1cccs1
 : 1.9, 0.9, 1.5, -0.8, 2.7, 1.5, -0.1, -0.3, 3.1, 10.7
CCn1cc(C(=O)NCc2cccnc2)c2cc(OC)c(OC)cc2c1=O
 : 1.5, -2.4, -2.4, -2.9, -3.1, -4.0, 0.5, -0.6, -0.6, -1.0
CN(C)C(=O)/C(=C\c1cccc(Oc2ccccc2)c1)NC(=O)c1ccccc1
 : -1.2, -5.3, -1.2, 4.4, 3.4, 0.7, 0.4, 0.5, -5.3, 4.7
COC(=O)c1ccc(/C=C(\C#N)c2nc3ccccc3s2)cc1
 : -4.8, -5.3, -3.1, -4.3, -3.9, -9.0, 0.0, -4.5, 7.1, 4.2
Cc1cccc(C(=Cc2ccc([N+](=O)[O-])cc2)C(=O)O)c1
 : -1.9, -0.8, 2.5, 4.3, 0.3, 4.7, 1.3, -2.7, 0.7, -8.2
CCOC(=O)N1CCN(C(=O)C2CCN(S(=O)(=O)CC)CC2)CC1
 : -10.9, -5.9, -0.6, 0.5, 3.7, 5.4, -2.8, 4.5, -1.1, -0.5
Fc1ccc(CSc2nnc(CN3CCOCC3)n2-c2ccccc2)c(Cl)c1
 : -3.4, -0.2, -1.8, 2.8, 13.7, -1.6, 1.6, -0.2, -7.4, -0.6
COc1ccc(C(=O)NC2CC2)cc1OC1CCN(Cc2ccc(F)cc2)CC1
 : -1.8, 4.6, -1.9, -7.1, -0.8, -2.7, -0.8, 2.3, -5.8, -9.9
N#C/C(=C/C1=C(N2CCOCC2)C(=C/c2ccccc2)/CC1)C(=O)Nc1ccccc1F
 : -14.5, 19.0*, -3.3, -0.5, -37.9, -16.2, -1.6, 2.6, 3.7, -15.7
CC(C)CCn1c(SCCN2CCOCC2)nc2c1c(=O)[nH]c(=O)n2C
 : -1.5, 5.0, -2.8, 5.5, 0.7, -5.5, -0.9, 2.5, -11.5, 2.3
COc1ccccc1C(=O)Nc1sc2c(c1C(N)=O)CCCC2
 : -2.5, 1.4, 7.9, -16.0, -0.4, -13.1, 6.5, -0.9, 15.1, -5.3
COC(=O)C(C)SC1=N/C(=C/c2ccc(-n3cncn3)cc2)C(=O)N1 (configuration not stated)
 : 4.8, -3.9, -5.3, 10.8, -1.1, -4.0, -4.4, -1.2, -0.5, 5.4
O=C(CN(C(=O)c1csnn1)c1ccccc1F)NC1CCCCC1
 : -4.1, 1.0, 0.9, -0.9, -2.4, 2.7, -3.9, 0.4, 0.2, 1.4
CCc1ccc(Nc2ncccc2C#N)cc1
 : -1.5, -2.0, 1.9, -10.0, 0.9, -4.5, 0.8, 2.3, -0.2, -2.8
Cc1ccnc(NC(=O)CCCc2ccccc2)c1
 : -4.3, 8.4, 0.5, 10.6, 6.8, -1.5, -0.9, 2.7, -2.5, 1.7
COc1cc(C)c(N(C(C)=O)c2ccccc2)c(C)c1
 : 2.5, -0.4, 1.3, 7.0, -0.7, -4.7, -2.5, -3.0, -6.8, 3.4
O=C(CSc1nnc(C2CC2)n1C1CC1)c1ccc(F)c(F)c1
 : -7.7, -2.3, 1.3, -1.3, -4.8, 4.8, 0.3, -1.6, 3.5, -4.2
O=C(NC(c1ccc2c(c1)OCO2)c1ccccn1)C1CCN(CCOc2ccc(Cl)cc2Cl)CC1 (configuration not stated)
 : x, -3.0, -0.1, -4.8, -2.2, -2.1, 1.9, 6.4, 2.3, 3.5

Sorted by the number under TDP2 inh (largest number first): six of the compounds above
Molecule,TDP2 inh
COC(=O)C(C)SC1=N/C(=C/c2ccc(-n3cncn3)cc2)C(=O)N1 (configuration not stated),10.8
C(=C\n1nnc2ccccc21)/c1ccc[nH]1,9.1
COc1cc(C)c(N(C(C)=O)c2ccccc2)c(C)c1,7.0
CN(C)C(=O)/C(=C\c1cccc(Oc2ccccc2)c1)NC(=O)c1ccccc1,4.4
COc1ccc(C(=O)NC2CC2)cc1OC1CCN(Cc2ccc(F)cc2)CC1,-7.1
CCc1ccc(Nc2ncccc2C#N)cc1,-10.0

Complete entries as entered above. Values in the order: HTRA1 inhibitor	Rev-erbA mod	PRMT1 FP inh	TDP2 inh	SIAE primary	ABHD4 inh	PG9 binder	LEDGF integ inh	rCAG RNA binder	TCR-CD3 inh
Record of COc1ccc(C(=O)NC2CC2)cc1OC1CCN(Cc2ccc(F)cc2)CC1 = -1.8	4.6	-1.9	-7.1	-0.8	-2.7	-0.8	2.3	-5.8	-9.9
Record of COC(=O)c1ccc(/C=C(\C#N)c2nc3ccccc3s2)cc1 = -4.8	-5.3	-3.1	-4.3	-3.9	-9.0	0.0	-4.5	7.1	4.2
Record of CCc1ccc(Nc2ncccc2C#N)cc1 = -1.5	-2.0	1.9	-10.0	0.9	-4.5	0.8	2.3	-0.2	-2.8
Record of N#C/C(=C/C1=C(N2CCOCC2)C(=C/c2ccccc2)/CC1)C(=O)Nc1ccccc1F = -14.5	19.0*	-3.3	-0.5	-37.9	-16.2	-1.6	2.6	3.7	-15.7
Record of Cc1cccc(C(=Cc2ccc([N+](=O)[O-])cc2)C(=O)O)c1 = -1.9	-0.8	2.5	4.3	0.3	4.7	1.3	-2.7	0.7	-8.2

Remaining list, next part.
Values in the order: HTRA1 inhibitor, Rev-erbA mod, PRMT1 FP inh, TDP2 inh, SIAE primary, ABHD4 inh, PG9 binder, LEDGF integ inh, rCAG RNA binder, TCR-CD3 inh
Cc1ccc2cccc(OCc3ccccc3)c2n1
 : x, 1.3, -0.3, -7.8, -1.6, -4.1, -0.4, 2.7, -4.9, -0.6
O=C(Nc1ccc(S(=O)(=O)Nc2cnc3ccccc3n2)cc1)c1ccc(Cl)c([N+](=O)[O-])c1
 : -41.1, 1.5, 2.7, 2.3, -8.7, -16.2, -1.9, -1.4, 78.7*, 2.6
O=C(N/N=C/c1ccccc1O)NC12CC3CC(CC(C3)C1)C2
 : 12.7, 6.6, 2.9, -7.6, 3.8, 1.5, -0.2, -3.6, 2.5, -5.8
O=C(CSc1nc2ccccc2nc1N1CCOCC1)N1CCN(c2cccc(C(F)(F)F)c2)CC1
 : x, -3.5, -1.2, 4.9, 5.5, -13.5, x, -0.2, 4.4, x
Cc1nc(SCC(=O)c2ccc(F)c(F)c2)[nH]c(=O)c1Oc1ccc(F)cc1
 : -10.1, 1.9, 4.0, 4.3, 6.0, -0.8, -3.5, 0.1, 30.9, -1.2
O=C(N[C@@H](Cc1cccnc1)C(=O)N1CCC[C@H]1C(=O)NCCc1ccccc1Cl)c1ccc(Cl)cc1Cl
 : x, -1.0, 3.5, -2.0, 1.0, 5.8, -0.5, 0.9, -0.5, -4.4
O=C(CSc1ncc(-c2ccccc2)nn1)NCc1ccco1
 : 2.0, 5.3, 1.1, 8.6, -2.1, 6.9, 0.0, -0.1, 5.9, 1.6
COc1ccc(OC)c(N(CC(=O)N2CCc3ccccc3C2)S(C)(=O)=O)c1
 : -0.1, -3.0, -1.3, 4.1, -0.1, -0.7, 2.1, 0.8, -3.9, -4.7
CCc1ccc(NS(=O)(=O)c2c(C(=O)N3CCCCCC3)c(C)n(C)c2C)cc1
 : -10.4, -2.4, -2.2, 4.1, 6.4, 4.7, 2.6, 1.7, -6.6, -5.4
N#Cc1ccc(Cl)cc1NC(=O)CSc1cccc[n+]1[O-]
 : 4.8, 6.5, -5.7, -8.3, -2.0, 0.2, 0.6, 5.3, 2.0, -4.4
CCN(CC)C(=O)CC[C@@H]1CC[C@]2(CCCN(Cc3ccc(Cl)cc3)C2)O1
 : x, 4.5, 1.8, -3.9, -4.2, -2.8, x, 4.5, -3.9, x
CC(=O)Cn1cnc2c(sc3nc(C)cc(C)c32)c1=O
 : 5.0, 2.8, 1.3, -9.4, 6.1, 2.5, -1.4, -3.6, -2.3, 1.9
Cc1ccc(N2C(=O)C3CC3C2=O)cc1 (configuration not stated)
 : -3.5, -1.3, -1.2, -7.0, -7.2, -0.6, -1.0, -2.0, -1.0, 6.5
COC(=O)c1c(C(=O)OC)c(-c2cccc(F)c2)n2c1CS(=O)(=O)C2
 : 2.7, -0.8, -0.3, -8.4, -1.4, -1.2, -1.9, -2.8, 1.7, 1.4
Cc1cc(C(=O)NC(Cc2ccccc2)C(=O)O)c(C)o1 (configuration not stated)
 : -11.6, 2.0, 1.5, -6.3, -2.7, 7.2, -1.2, 0.4, 7.1, -3.1
COc1cccc(OCC(=O)O/N=C(\N)c2ccncc2)c1
 : -2.5, -2.7, -2.3, -7.5, 4.8, 2.9, -0.8, -3.3, -2.5, 8.0
COC1OC(COC(=O)c2ccccc2)C(OC(=O)c2ccccc2)C1OC(=O)c1ccccc1 (configuration not stated)
 : -19.3, 3.1, -1.9, 2.6, -6.7, -8.0, -2.6, -1.2, -0.9, -7.5
C[C@@H]1CN([C@@H](C)CO)C(=O)CCCn2cc(nn2)CO[C@H]1CN(C)C(=O)Nc1ccc2c(c1)OCO2
 : x, -6.2, 2.6, 0.9, 3.9, 4.0, -1.4, -3.2, -1.2, 9.6
Cc1ccsc1/C=N/NC(=O)CSCc1ccc(Cl)cc1
 : -16.0, -1.3, -0.1, 1.8, 2.0, -1.6, -0.7, 0.1, 1.6, 3.3
Cn1c(=O)c(/C=C/c2ccc(F)cc2)nc2ccccc21
 : -11.5, -1.9, 14.4, -13.9, -8.3, -8.1, -1.8, 2.9, 1.2, -4.7
CCN(CC)CCN(Cc1cc2ccc(C)cc2[nH]c1=O)C(=O)Nc1ccc(Cl)cc1
 : -11.2, 5.5, -1.2, -7.3, -2.3, 1.9, -1.3, 5.4, -1.1, -0.1
Cc1cc2cc(CNC(=S)Nc3ccc(OC(F)F)cc3)ccc2[nH]1
 : 0.8, 7.3, -7.2, -11.2, 15.8, -6.6, -1.7, 3.2, 22.0, -0.8
COc1ccc(-c2cc(-c3ccccc3)nc(SCC(=O)Nc3nccs3)c2C#N)cc1
 : -3.6, 78.5*, -3.5, 3.2, -4.6, 0.9, 1.6, 4.7, 2.9, 3.3
CCn1cc(/C=N/NC(=O)c2ccc3c(c2)OCO3)cn1
 : 5.1, 5.2, 0.2, 9.1, 2.1, 12.0, 0.6, 2.3, -0.9, -3.1
